KOR beta-arrestin-1 = KOR agonists, beta-arrestin recruitment, primary screen, cell-based, luminescence, uHTS (AID 1777); 0.02% of 280,000 active; one-dose activation, % at 10 µM; EC50 in µM for titrated hits; KOR beta-arrestin recruitment, luminescence; higher % means a stronger effect; in the data active = activation above about 50%, passing the limit was not always enough; also: a part of the inactive calls stands beside numbers as strong as those of hits
AID2073 = inhibitors of Mint1-CaV2.2 protein interaction, biochemical, HTRF (AID 2073). inhibition, % at 20 µM; hits with a dose series show IC50 in µM. Voltage-dependent N-type calcium channel subunit alpha-1B (Homo sapiens). 0.19% of 290,000 active. HTRF protein-protein interaction, Mint1-CaV2.2; higher % means a stronger effect; in the data active = inhibition mostly above about 51%, no sharp cut-off; inconclusive = no clear call, values can overlap the other calls; inactive = mostly below about 53%; also: some results filed as inactive read as strong as hits
HIV peptide binding = inhibitors of HIV fusion peptide binding, primary screen, biochemical, uHTS, fluorescence dequenching (AID 1986); 0.3% of 290,000 active; inhibition, % at 20 µM; hits with a dose series show IC50 in µM; cell-free peptide binding, fluorescence dequenching, 30 min; higher % means a stronger effect; in the data active = inhibition mostly above about 52%, no sharp cut-off; inactive = mostly below about 76%; also: some results filed as inactive read as strong as hits
NOD1 inhibition = NOD1 signaling inhibitors, primary screen, cell-based, luminescence, uHTS (AID 1578) | inhibition, % at 4 µM, or EC50 in µM where a hit was titrated | NOD1-driven NF-kB luciferase reporter cells, luminescence; higher % means a stronger effect | 1% of 290,000 active; in the data active = inhibition mostly above about 36%, no sharp cut-off; inactive = mostly below about 34%;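 also: HEK-293T reporter cells stimulated with the NOD1 agonist gamma-tri-DAP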
Siah-1 displacement = Siah-1 peptide-binding antagonists, primary screen, biochemical, fluorescence polarization, rhodamine-plectin, uHTS (AID 1817); E3 ubiquitin-protein ligase SIAH1 (Homo sapiens); Siah-1 / rhodamine-plectin peptide fluorescence polarization; higher % means a stronger effect; displacement, % at 20 µM; hits with a dose series show IC50 in µM; 0.02% of 290,000 active;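 active = displacement of at least 50% at 20 µM, with a fluorescence ratio check between 0.3 and a set limit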;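 also: plate controls were Siah plus tracer with DMSO for no effect and tracer alone without Siah for full effect; strong numbers were not always called active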
KOR beta-arrestin-2 = KOR antagonists, beta-arrestin recruitment, cell-based, luminescence, uHTS (AID 1778). Kappa-type opioid receptor (Homo sapiens). KOR beta-arrestin recruitment, luminescence, antagonist mode; higher % means a stronger effect. inhibition, % at 10 µM; hits with a dose series show IC50 in µM. 0.091% of 290,000 active; in the data active = inhibition above about 50%; also: strong numbers were not always called active
GPR35 arrestin U2OS = GPR35 antagonists blocking zaprinast-driven arrestin recruitment, primary screen, imaging, U2OS, beta-arrestin-GFP, zaprinast agonist (AID 2058); G-protein coupled receptor 35 (Homo sapiens); U2OS GPR35 beta-arrestin-GFP translocation imaging, zaprinast antagonism; higher % means a stronger effect; inhibition, % at 10 µM; hits with a dose series show IC50 in µM; 0.052% of 290,000 active;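 active = inhibition of at least 50% with at least 30 cells and total cytoplasm GFP at most 10,000,000; inconclusive = under 30 cells or total GFP of 10,000,000 plus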
GPR55 LPI antagonism = GPR55 antagonists blocking LPI-driven arrestin recruitment, primary screen, imaging, U2OS, beta-arrestin-GFP, LPI agonist (AID 2013) | G-protein coupled receptor 55 (Homo sapiens) | U2OS GPR55 beta-arrestin-GFP translocation imaging, LPI antagonism; higher % means a stronger effect | inhibition, % at 10 µM; hits with a dose series show IC50 in µM | 0.13% of 290,000 active;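 active = spots per cell inhibited over 60%, with over 100 cells counted and total cytoplasm intensity under 500,000; inconclusive = wells with under 100 cells, flagged as likely toxic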;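 also: U2OS cells stably carrying GPR55 and arrestin-GFP stimulated by 5 µM LPI near EC80; imaged beta-arrestin-GFP aggregate spots per cell after agonist stimulation; plate controls were LPI-stimulated DMSO wells for no effect and DMSO wells without LPI for full effect; some results filed as inactive read as strong as hits; confirmed hits need IC50 under 10 µM and bright autofluorescent wells are also inconclusive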
GPR55 beta-arrestin = GPR55 agonists via beta-arrestin recruitment, primary screen, imaging, U2OS cells, beta-arrestin-GFP redistribution (AID 1961); G-protein coupled receptor 55 (Homo sapiens); U2OS GPR55 beta-arrestin-GFP redistribution imaging; higher % means a stronger effect; activation, % at 10 µM, or EC50 in µM where a hit was titrated; 0.048% of 290,000 active;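 active = activation above 40% with more than 50 cells counted in the well; inconclusive = wells holding fewer than 50 cells, flagged as toxic or sparse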;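 also: U2OS osteosarcoma cells stably expressing GPR55 and beta-arrestin-GFP; plate controls were DMSO negative control for no effect and LPI positive control for full effect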
* marks the source's active call; other numbers are inactive results; ? = inconclusive; nt = not tested or not shown; [ ] = dose if it differs, or a comment.

SMILES	KOR beta-arrestin-1	AID2073	HIV peptide binding	NOD1 inhibition	Siah-1 displacement	KOR beta-arrestin-2	GPR35 arrestin U2OS	GPR55 LPI antagonism	GPR55 beta-arrestin
Cc1ccc(Oc2ccc(-c3nnc(-c4ccccc4)o3)cc2[N+](=O)[O-])cc1C	1.3%	0%	0.8%	2%	4%	-11%	-5%	3%	-0.3%
COC(=O)c1c(NS(=O)(=O)c2cccs2)sc2c1CCCC2	-0.3%	-13%	7.1%	nt	-1%	-12%	-7%	12%	0.2%
O=C(Nc1ccc(Br)cc1)c1cccc(S(=O)(=O)Nc2ccccn2)c1	3.2%	12%	0.4%	6%	4%	5%	21%	1%	0.0%
CCCN(C(=O)COC(=O)CCOc1ccccc1C)c1c(N)n(Cc2ccccc2)c(=O)[nH]c1=O	1.8%	13%	1.3%	-30%	3%	-4%	0%	3%	0.1%
COc1ccccc1-n1c(CNc2ccc(F)cc2)nnc1SCC(=O)Nc1cc(C)on1	8.9%	-11%	0.4%	-16%	-2%	52%	2%	-2%	0.0%
Cc1ccc(S(=O)(=O)N2CCN(CC(=O)Nc3ccc(N4CCOCC4)cc3)CC2)cc1C	1.6%	-3%	-1.5%	-39%	-1%	17%	-8%	0%	-0.3%
CCOC(=O)[C@@H]1[C@H]2COc3ccc(Br)cc3[C@H]2N2C(=O)N(c3ccc(F)cc3)C(=O)[C@]12C	-4.5%	8%	-0.1%	4%	0%	-6%[20 µM]	5%	9%	0.4%
Cc1cc(C)n(CC(O)COc2ccccc2Br)n1 (configuration not stated)	1.2%	-3%	-0.1%	-2%	3%	-20%	3%	-7%	-0.1%
CCOc1ccc(OCC)c(NS(=O)(=O)c2cccc3nsnc23)c1	1.9%	1%	-2.3%	-28%	0%	20%	10%	-3%	0.6%
CCc1cc(=O)oc2cc(OCC(=O)N3CCc4ccccc43)ccc12	8.4%	2%	-2.6%	-55%	4%	12%	-10%	-1%	-0.2%
Cc1ccc(C)c(SCC(=O)c2ccc[nH]2)c1	4.2%	7%	0.0%	1%	-2%	-32%	10%	-11%	0.1%
COc1ccccc1-n1c(SCC(=O)N2CCCC2)nc2cccnc21	2.6%	-1%	-1.3%	9%	1%	-60%	8%	-3%	-0.1%
CC(C)c1cc(C(F)(F)F)n2nc(C(=O)Nc3ccc(-n4cnnn4)cc3)cc2n1	-1.4%	49%	0.2%	-3%	1%	21%	-7%	9%	-1.5%
C=CCN1C(=NC(=O)CCC(=O)O)SC2CS(=O)(=O)CC21 (configuration not stated)	2.6%	2%	9.3%	-24%	0%	-1%	9%	17%	-0.1%
COc1cc(CNCc2ccccn2)ccc1OCC(N)=O	-1.1%	-4%	-1.9%	5%	-5%	-4%	17%	2%	0.0%
COc1ccc(/C=C2\Sc3ccc(C(=O)NCc4cccnc4)cc3N(C)C2=O)cc1OC	-4.8%	41%	-3.3%	42%*	-3%	-17%	2%	-16%	-0.4%
CCOc1cc(/C=N/n2c(C)nc3sc(C)c(C)c3c2=O)ccc1O	nt	3%	-0.8%	-40%	8%	-54%[20 µM]	-5%	8%	-0.1%
Cn1c(=O)c2c(ncn2CCNC2=NCCCCC2)n(C)c1=O	nt	3%	1.1%	-21%	4%	nt	-6%	7%	0.6%
CCNC(=O)CON=C1c2ccccc2-c2ccccc21	0.0%	4%	2.8%	-34%	-5%	-31%	8%	5%	0.0%
CCOc1ccc(NC(=S)Nc2ccc3nsnc3c2)cc1	7.8%	34%	7.8%	-14%	43%	-24%	-2%	7%	-0.3%
CCN(C(=O)c1ccc(NC(=O)c2ccco2)cc1)c1ccccc1	-3.2%	5%	1.7%	-26%	2%	-21%	-2%	-13%	0.8%
O=C(CC(C(=O)O)P(=O)(c1ccccc1)c1ccccc1)c1ccccc1 (configuration not stated)	nt	2%	-1.4%	-10%	12%	-25%[20 µM]	-11%	2%	0.2%
Cc1ccc(C(=O)CSc2nc(C)cc(SCc3nnc(-c4ccccc4)o3)n2)cc1	44%	25%	-1.3%	-30%	4%	24%	-2%	-5%	-0.2%
COc1ccc2oc(C(=O)OCC(=O)N3CCN(S(=O)(=O)c4ccc(C)cc4)CC3)c(C)c2c1	5.7%	34%	1.0%	-25%	-2%	-33%	-8%	-9%	-0.2%
O=C(C1=C(O)C(=O)N(Cc2ccco2)C1c1cccc(Cl)c1)c1ccco1 (configuration not stated)	0.2%	9%	6.4%	-29%	5%	7%	-6%	23%	-0.1%
Cc1[nH]nc2c1C(c1ccc3c(c1)OCO3)C(C#N)=C(N)O2 (configuration not stated)	-0.7%	?	-3.1%	-33%	3%	28%	-6%	-7%	-0.2%
COC(=O)C1C(=O)C=C(Nc2ccc(F)cc2)CC1c1ccc(OC)cc1 (configuration not stated)	9.9%	3%	-2.3%	-23%	8%	2%	-4%	15%	-0.2%
O=C(NCc1ccco1)c1ccc(S(=O)(=O)N2CCCc3ccccc32)cc1	-1.8%	4%	1.0%	-26%	-4%	16%	9%	2%	0.3%
CC(C(N)=O)N1C(=O)NC2(CCCc3ccccc32)C1=O (configuration not stated)	-5.5%	17%	1.8%	-33%	2%	6%	-10%	-6%	0.2%
O=C(CC1=NC2(CCCC2)Cc2ccccc21)N1CCOCC1	4.8%	3%	-1.1%	8%	0%	14%	8%	-13%	0.2%

Part of the list above, bar-delimited:
Molecule | KOR beta-arrestin-1 | AID2073 | HIV peptide binding | NOD1 inhibition | Siah-1 displacement | KOR beta-arrestin-2 | GPR35 arrestin U2OS | GPR55 LPI antagonism | GPR55 beta-arrestin
CCCN(C(=O)COC(=O)CCOc1ccccc1C)c1c(N)n(Cc2ccccc2)c(=O)[nH]c1=O | 1.8% | 13% | 1.3% | -30% | 3% | -4% | 0% | 3% | 0.1%
CCOC(=O)[C@@H]1[C@H]2COc3ccc(Br)cc3[C@H]2N2C(=O)N(c3ccc(F)cc3)C(=O)[C@]12C | -4.5% | 8% | -0.1% | 4% | 0% | -6%[20 µM] | 5% | 9% | 0.4%
CCOc1ccc(OCC)c(NS(=O)(=O)c2cccc3nsnc23)c1 | 1.9% | 1% | -2.3% | -28% | 0% | 20% | 10% | -3% | 0.6%
O=C(Nc1ccc(Br)cc1)c1cccc(S(=O)(=O)Nc2ccccn2)c1 | 3.2% | 12% | 0.4% | 6% | 4% | 5% | 21% | 1% | 0.0%
Cc1ccc(S(=O)(=O)N2CCN(CC(=O)Nc3ccc(N4CCOCC4)cc3)CC2)cc1C | 1.6% | -3% | -1.5% | -39% | -1% | 17% | -8% | 0% | -0.3%
CCOc1cc(/C=N/n2c(C)nc3sc(C)c(C)c3c2=O)ccc1O | nt | 3% | -0.8% | -40% | 8% | -54%[20 µM] | -5% | 8% | -0.1%

(more compounds)
SMILES	KOR beta-arrestin-1	AID2073	HIV peptide binding	NOD1 inhibition	Siah-1 displacement	KOR beta-arrestin-2	GPR35 arrestin U2OS	GPR55 LPI antagonism	GPR55 beta-arrestin
c1coc(C2=Nc3cccc4cccc(c34)N2)c1	-1.4%	54%*	11%	-5%	15%	-44%[20 µM]	14%	4%	0.2%
Cc1nc2ccccc2n1CC(=O)c1ccccc1	2.8%	9%	0.8%	-17%	-2%	-52%[20 µM]	7%	6%	-0.1%
CCN(CC)CCN1C(=O)C(=O)/C(=C(/O)c2ccc(OC)c(OC)c2)C1c1ccccn1 (configuration not stated)	0.6%	10%	-2.1%	2%	1%	-6%	9%	3%	0.1%
COc1ccccc1-n1c(CNc2c(C)cccc2C)nnc1SCC(=O)N1CCOCC1	-6.6%	-1%	0.8%	-45%	0%	3%	10%	1%	-0.1%
COc1cc(CNC(=O)C2CCC(=O)N(C3CCCCCC3)C2)cc(OC)c1 (configuration not stated)	-0.2%	9%	2.5%	-9%	5%	14%	3%	9%	0.2%
COc1ccc(S(=O)(=O)N(Cc2nc3ccccc3c(=O)[nH]2)C2CCCC2)cc1	-4.3%	2%	1.8%	-4%	1%	32%	12%	-4%	-0.1%
O=C(NNC(=S)NC1CC2C=CC1C2)c1cccnc1 (configuration not stated)	-1.9%	-31%	-0.9%	3%	1%	28%	-2%	-4%	-0.4%
O=C1C=C(NC2CCCC2)CC(c2ccccc2)C1 (configuration not stated)	-5.9%	-7%	-1.7%	-23%	-6%	16%	12%	-2%	-0.5%
O=C(COC(=O)CCSc1ccccc1)Nc1cc(F)ccc1F	9.9%	-9%	1.8%	-41%	4%	-25%	10%	9%	0.2%
O=C(NN1CCOCC1)c1ccccc1F	4.2%	6%	-0.1%	-39%	6%	-4%	-6%	4%	-0.2%
CC(=O)Cc1ccccc1OCC(=O)O	-1.1%	0%	-1.2%	-6%	-5%	-28%	33%	5%	-0.1%
CCOC(=O)c1ccc(N2C(=O)c3n[nH]c(C)c3C2c2ccc(OC)c(OC)c2)cc1 (configuration not stated)	-2.0%	-3%	-0.8%	9%	-4%	-12%	-7%	-20%	3.2%
CC(SC1=NCCS1)C(=O)Nc1nnc(-c2ccc(Br)cc2)s1 (configuration not stated)	-1.8%	6%	-0.8%	-35%	1%	-4%	-5%	6%	0.3%
CCN(CC)S(=O)(=O)c1ccc(-c2cn3cc(Cl)ccc3n2)cc1	-1.7%	-1%	9.7%	-15%	-1%	-35%[20 µM]	-3%	5%	-0.1%
O=C(COC(=O)/C=C/c1cccc(C(F)(F)F)c1)NCc1ccc(F)cc1	9.1%	6%	1.2%	-18%	5%	nt	-2%	5%	-0.4%
CCC(=O)NCCc1nc2cc(NC(=O)COc3ccccc3)ccc2n1C	-2.7%	1%	0.8%	-22%	-1%	-21%	-4%	-1%	0.2%
COc1ccc(OC)c(C2NC(=S)NC3=C2N2CCC3CC2)c1 (configuration not stated)	-4.9%	-55%	-0.7%	-33%	0%	-8%	3%	-10%	-0.2%

The list is partial. The share of hits here may be higher or lower than overall.
